Screening results as filed in PubChem.
GC-A act = GC-A (human) enzyme activation | P16066 | HEK293 GC-A cells, cGMP TR-FRET, EC30 ANP; 0% at EC30 ANP, 100% saturating ANP | activation, % at 10 µM | hit rate 0.14% among 370,000 | AID 1671463; in the data active = activation above about 40%
DAX1 inh-1 = DAX1 (NR0B1) inhibition, primary screen; HEK293T StAR-luciferase reporter, SF-1/DAX-1 repression relief; inhibition, % at 6.8 µM; hit rate 1.1% among 370,000; AID 652010;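 active = inhibition above the mean over all tested compounds plus 3 SD, cut at about 3.6% in these data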;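 note: 0% = DAX-1 cells with DMSO and 100% = cells lacking DAX-1 with DMSO; higher inhibition means more luminescence from relief of DAX-1 repression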
hgDAF12 agonist = hgDAF-12 agonism, primary luciferase screen; activation, % at 6.8 µM; hit rate 1.8% among 370,000; HEK293 GAL4-hgDAF12 UAS-luciferase reporter, agonist luminescence; normalized to butyrate control; AID 687014;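 active = activation above a cutoff set at the mean of all screened compounds plus 3 SD, cut at about 10% in these data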;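 note: 0% = DMSO wells and 100% = sodium butyrate wells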
hcDAF-12 act = activates DAF-12 receptor from parasite H. contortus; HEK293 hcDAF-12 lit1-tk-luc reporter, luminescence; 0% DMSO, 100% Δ7-dafachronic acid; activation, % at 6.8 µM; hit rate 1.4% among 370,000; AID 652067;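 active = activation above the mean of all tested compounds plus 3 SD, cut at about 5.5% in these data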;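 note: 100% = response to 3 µM Δ7-dafachronic acid high control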
GC-B act = GC-B (human) receptor activation. P20594. HEK293-GC-B cells, CNP EC30, cGMP TR-FRET; 0% at EC30 CNP, 100% saturating CNP. hit rate 0.11% among 370,000. activation, % at 10 µM;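 active = activation at 10 µM reaching about 35% in either raw or pattern-adjusted values, limit read from the data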
ssDAF-12 act = activators of S. stercoralis DAF-12 nuclear receptor. HEK293 ssDAF-12/GRIP1 lit1-tk-luc reporter, luminescence; % of 3 µM dafachronic acid response. activation, % at 6.8 µM. hit rate 1% among 370,000;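 active = activation above the mean over all tested compounds plus 3 SD, cut at about 0.9% in these data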;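 note: 0% = DMSO-only wells and 100% = 3 µM delta7-dafachronic acid wells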
HGIII-sPLA2 inh = Inhibits HGIII-sPLA2 liposome hydrolysis, primary screen. Q9NZ20. QFRET BODIPY PC-A2 liposome hydrolysis, fluorescence. inhibition, % at 12.2 µM. hit rate 0.56% among 370,000. AID 743126;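 active = inhibition above mean plus 3 SD of compounds lying within the high and low control bounds, cut at about 19% in these data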;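 note: 0% = median of test compound wells and 100% = no enzyme DMSO wells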
Target sequence (Q9NZ20 whole entry, looked up): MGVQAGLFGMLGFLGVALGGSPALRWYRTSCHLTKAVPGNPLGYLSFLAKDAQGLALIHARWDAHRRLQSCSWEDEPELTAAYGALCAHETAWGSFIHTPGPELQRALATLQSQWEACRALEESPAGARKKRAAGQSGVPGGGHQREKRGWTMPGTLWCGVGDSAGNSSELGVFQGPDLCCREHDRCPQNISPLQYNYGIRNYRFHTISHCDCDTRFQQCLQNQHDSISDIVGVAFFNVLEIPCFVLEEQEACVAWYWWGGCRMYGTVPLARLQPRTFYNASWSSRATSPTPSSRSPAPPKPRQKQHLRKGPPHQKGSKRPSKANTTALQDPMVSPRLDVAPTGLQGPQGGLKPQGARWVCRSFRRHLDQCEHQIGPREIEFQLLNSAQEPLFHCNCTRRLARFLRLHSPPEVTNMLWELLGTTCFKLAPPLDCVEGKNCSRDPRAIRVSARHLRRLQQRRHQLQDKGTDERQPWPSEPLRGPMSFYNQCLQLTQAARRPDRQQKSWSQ
KLK7 zymogen act = activators of human kallikrein-7 zymogen; activation, % at 7 µM; P49862; hit rate 0.9% among 370,000; purified proKLK7, EDANS-DABCYL substrate fluorescence; 100% is mature enzyme control, 0% vehicle; AID 652039;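 active = activation above the mean of all tested compounds plus 3 SD, computed per campaign excluding outliers beyond control limits, cut at about 13% in these data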
Target sequence (P49862 whole entry, looked up): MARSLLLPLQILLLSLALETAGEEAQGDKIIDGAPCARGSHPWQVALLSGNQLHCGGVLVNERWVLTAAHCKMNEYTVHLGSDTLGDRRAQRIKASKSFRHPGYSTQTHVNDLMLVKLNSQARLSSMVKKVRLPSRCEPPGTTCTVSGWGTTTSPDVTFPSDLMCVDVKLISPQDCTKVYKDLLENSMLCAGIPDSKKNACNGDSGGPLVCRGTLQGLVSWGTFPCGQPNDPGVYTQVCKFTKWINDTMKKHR
DAX1 inh-2 = inhibitors of human orphan nuclear receptor DAX1 (NR0B1); AID 504766; inhibition, % at 6.75 µM; HEK293 Gal4-DAX1 luciferase reporter, luminescence; hit rate 0.99% among 340,000; P51843;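 active = inhibition above the mean over all tested compounds plus 3 SD, cut at about 4.2% in these data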;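 note: 0% = DAX1-transfected cells with DMSO and 100% = empty-vector control cells with DMSO; inhibition shows as a rise in luminescence from relieved DAX1 repression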
Target sequence (P51843 207-470 limits assumed): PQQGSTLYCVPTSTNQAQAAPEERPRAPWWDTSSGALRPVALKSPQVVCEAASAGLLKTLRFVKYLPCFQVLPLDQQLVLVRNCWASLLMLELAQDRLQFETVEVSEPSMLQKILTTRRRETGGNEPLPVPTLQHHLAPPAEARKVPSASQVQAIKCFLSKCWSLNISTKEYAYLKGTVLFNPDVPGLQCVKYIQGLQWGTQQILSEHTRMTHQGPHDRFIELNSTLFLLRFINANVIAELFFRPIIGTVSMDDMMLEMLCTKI
FXN GAA850 act = activators of GAA850 frataxin (FXN) promoter; activation, % at 6 µM; hit rate 0.56% among 360,000; HEK293 lucGAA850 FXN promoter luciferase reporter, 24 h; percent of 10 µM SAHA response;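 active = activation above the average of all compounds screened plus 3 SD, cutoff fixed separately per campaign, cut at about 7.5% in these data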;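 note: 0% = DMSO wells and 100% = 10 µM SAHA wells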
SMARCA2 act = increases SMARCA2 function in MMTV reporter cells; AID 652017; activation, % at 9.1 µM; hit rate 1% among 370,000; MG213 cells, MMTV-luciferase reporter, dexamethasone, overnight; in the data active = activation above about 7.8%;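 note: 0% = vehicle wells and 100% = reference activator wells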
* marks the source's active call; other numbers are inactive results; / = no result given.

SMILES	GC-A act	DAX1 inh-1	hgDAF12 agonist	hcDAF-12 act	GC-B act	ssDAF-12 act	HGIII-sPLA2 inh	KLK7 zymogen act	DAX1 inh-2	FXN GAA850 act	SMARCA2 act
O=C(NCc1ccncc1)C1Cc2c(-c3ccc4c(c3)OCO4)ccnc2O1 (stereo unspecified)	0	0.8	3.3	1.0	6	-1.2	7	1.3	/	-2.4	-2
O=C(NCc1ccc(F)cc1)c1cc(S(=O)(=O)N2CCOCC2)ccc1F	-1	0.0	0.1	-0.2	3	-1.1	-2	0.2	0.0	1.7	-1
CNc1nc(Oc2ccc3sc(C)nc3c2)c2sccc2n1	-4	-1.1	-0.6	-2.3	-2	-1.7	-4	-0.4	/	-1.1	-8
Cc1ccc2ccc(C(Nc3ccccc3)c3ccc(Cl)cc3)c(O)c2n1 (stereo unspecified)	-4	-1.1	1.8	2.0	1	-0.6	18	0.2	/	/	-1
NCCCC[C@H]1CNC(=S)N1CCc1cccc(F)c1	0	0.8	3.4	-0.8	9	-0.8	0	0.5	0.9	2.4	1
CCOc1cc(CNCc2ccc(C(=O)O)cc2)ccc1OC	4	0.1	1.9	0.1	-4	-1.1	3	0.4	0.4	0.6	-1
O=C(Nc1ccc(S(=O)(=O)N2CCCC2)cc1)c1ccc2c(=O)n3c(nc2c1)CCCCC3	1	0.0	-3.9	0.6	-1	-0.8	19	-0.4	-0.1	-2.0	-1
Nc1nnc(SCC(=O)NC2CCCCCCC2)s1	1	0.6	2.9	-0.9	3	-1.0	7	-0.9	-0.7	1.6	-1
COc1ccc(CNC(=O)C(=O)NCC2OCCN2S(=O)(=O)c2ccc(C)cc2)cc1 (stereo unspecified)	2	-0.9	-2.2	-0.7	-2	-1.6	4	-0.2	0.2	-1.7	0
COc1cc(NC(=O)c2ccc(-c3cccc([N+](=O)[O-])c3)o2)ccc1NC(=O)C(C)C	10	-2.5	0.5	-2.8	17	-1.3	-8	0.2	-0.4	-4.3	1
COCCNC(=O)Nc1ccc(F)cc1	5	0.1	0.7	-0.1	-3	-1.3	-2	0.8	3.4	2.3	0
O=C(Nc1cccn2ncnc12)C(Cl)Cl	2	-1.0	5.5	-1.3	-1	-0.8	2	-0.1	-0.5	-0.3	-3
CCOc1ccccc1-c1nc(-c2ccc(NC(=O)Cc3ccc(OC)cc3)cc2)no1	-10	-0.9	-0.2	-0.8	-6	-0.8	-4	-0.7	-1.5	1.9	1
COC(=O)c1ccccc1Oc1ccc(NC(=O)c2ccco2)cc1	3	0.2	13*	-0.9	9	-1.4	-3	-0.7	2.7	1.1	-1
COc1ccc(OCC(=O)N2c3ccccc3CCc3ccccc32)cc1	-3	0.1	0.5	-1.8	0	-0.9	0	-0.3	-0.5	1.2	-4
Cc1ccc(S(=O)(=O)N(C)C)cc1NC(=S)Nc1ccc2cn[nH]c2c1	3	-2.9	-2.5	-0.7	-2	-1.6	6	-0.1	0.6	-2.1	2
CN(C)c1ccc(/C=c2\sc3n(c2=O)CCCN=3)cc1	0	3.0	4.3	4.0	-13	-0.6	12	0.9	-0.6	-2.5	-4
CC(C)C[C@H]1COc2cccc(F)c2S(=O)(=O)N1Cc1cn(Cc2ccco2)nn1	2	0.4	4.5	1.5	5	-0.9	0	0.7	/	/	0
O=C(NCc1ccco1)c1ccccc1Nc1ccc(F)cc1	-4	-0.2	-1.5	-0.2	-16	-1.3	-9	0.3	0.9	1.3	4
O=C(c1ccc(CS(=O)Cc2cccc(Cl)c2)o1)N1CCN(c2ccc(F)cc2)CC1 (stereo unspecified)	-4	-1.2	-2.0	-2.0	1	-1.9	-5	0.4	-0.6	1.4	-2
Cc1ccc(C(=O)O)cc1NC(=S)NC(=O)c1ccc(COc2ccccc2)cc1	-5	1.1	-1.2	-0.5	-8	-0.8	-7	-0.1	1.3	-0.4	1
COC(=O)c1c(C)[nH]c(C(=O)CN2C(=O)NC3(CCOc4ccccc43)C2=O)c1C (stereo unspecified)	7	-1.4	-1.8	1.5	2	-0.1	-2	0.8	-1.0	1.7	-2
COc1ccc(CN2CCCCC2C)cc1OC (stereo unspecified)	3	-0.1	2.5	-0.2	2	-1.8	2	-0.4	-0.3	-0.6	1
CC(C)(C)CC(=O)NC(=S)NCCc1ccccc1	4	0.3	3.3	0.1	-1	-0.6	4	-0.4	2.4	4.9	3
CC(=O)N1CCN(S(=O)(=O)c2ccc3c(c2)oc(=O)n3C)CC1	0	0.9	-0.3	-1.0	5	-1.3	3	0.2	/	/	-4

The listing continues.
SMILES	GC-A act	DAX1 inh-1	hgDAF12 agonist	hcDAF-12 act	GC-B act	ssDAF-12 act	HGIII-sPLA2 inh	KLK7 zymogen act	DAX1 inh-2	FXN GAA850 act	SMARCA2 act
CC(C)[C@H](N)C(=O)N[C@H](C(=O)N1CCC2CCN(S(=O)(=O)c3ccccc3)CC21)C(C)C (stereo partly specified)	3	-0.1	0.5	-1.2	0	-1.2	3	-0.2	/	/	1
COc1ccc(CN2C(=O)C(CC(=O)NC3CCCCC3)CC(C(=O)N(C)C)=C2C)cc1 (stereo unspecified)	-1	1.2	-1.2	-0.6	2	-0.7	7	-0.3	0.8	-1.2	-4
Cc1c(C=O)c2ccccn2c1C(=O)c1ccncc1	-16	0.4	0.0	-1.8	-7	-1.7	1	0.3	0.3	2.2	0
Cc1ccc(N2C(=O)C(CN3CCCCC3)C2c2ccccc2)cc1 (stereo unspecified)	-16	0.2	-2.0	-1.1	-13	-0.7	-5	-0.3	0.9	0.2	0
COc1ccc(C(C2C(=O)CC(C)(C)CC2=O)C2C(=O)CC(C)(C)CC2=O)cc1CO	1	0.1	-2.2	-0.2	0	-1.1	3	-0.3	0.1	2.5	0
CC(C)CN(C(=O)COC(=O)c1cc(=O)[nH]c2ccccc12)c1c(N)n(Cc2ccccc2)c(=O)[nH]c1=O	-1	0.0	-1.8	-1.3	5	-0.4	-3	-3.1	0.3	1.8	-1
O=C(N[C@@H](Cc1ccccc1)C(=O)OCC(=O)N1CCOCC1)c1cccs1	0	0.2	1.9	0.9	7	-0.8	3	0.8	2.0	0.2	0
COc1ccc(Cl)cc1NC(=S)NCc1ccco1	2	-0.6	0.5	0.0	-1	-1.2	3	-0.4	-1.0	-0.8	-4
COc1ccc(OC)c(S(=O)(=O)Nc2ccc3c(c2)n(C)c(=O)n3C)c1	3	0.3	-0.6	-1.7	-1	0.0	-3	0.1	3.0	0.8	-2
c1ccc(N=Nc2cn[nH]c2-c2ccco2)cc1	0	-0.8	4.4	0.5	-11	-0.6	-25	-0.1	-0.5	-0.7	3
Cc1cc(NC(=S)Nc2cccnc2)ccc1Br	5	-0.4	3.8	-1.3	-1	-1.8	3	0.4	-0.7	3.7	0
Cc1nc2scc(-c3cccs3)c2c(=O)n1CC(=O)O	4	0.1	1.1	-0.5	0	-1.4	8	-0.2	-0.6	0.1	-1
N#Cc1c(-c2ccccc2)oc(=O)c2ccccc12	-8	-0.2	-1.6	-1.6	-8	-1.0	0	-0.4	0.2	-0.5	1
COc1ccccc1C(=O)N/C(=C/c1ccc2c(c1)OCO2)C(=O)Nc1ccc(C(=O)O)cc1	2	-0.4	1.4	-1.4	0	-1.3	-1	0.4	-0.7	0.8	2
CC(=O)Nc1c(OC(C)=O)ccc2c(C)cc(=O)oc12	0	0.2	-1.0	0.5	1	-1.1	5	175*	0.6	0.8	1
Cc1cccc(N2CCN(C(=O)COc3ccc4c(c3)CCC4)CC2C)c1 (stereo unspecified)	0	0.6	1.5	-0.8	-1	-1.5	-6	0.4	1.1	0.9	0
CCOC(=O)C1=C(COC(=O)c2cccc(Br)c2)NC(=O)NC1C (stereo unspecified)	4	2.2	-2.4	-0.1	-3	-1.0	0	-0.2	-0.6	0.5	-1
O=c1cc(CN2CCOCC2)c2ccccc2o1	-2	0.8	-0.8	-2.2	-12	-0.8	2	-0.4	/	/	-4
O=C(CNc1ccc2ccccc2c1)N/N=C/c1cc2ccccc2nc1Cl	-2	0.5	4.3	13*	-7	0.1	6	-0.3	-1.0	-0.6	1
CCN1CCN(Cc2ccc(NC(=O)Nc3ccccc3OC)cc2)CC1	-4	1.2	12*	4.9	0	0.0	-6	0.4	1.9	5.4	5
COc1ccc(/C(C)=N/N=C2/NC(=O)CC(C(=O)O)S2)cc1F (stereo unspecified)	1	0.3	-0.8	-0.6	-2	-1.3	3	0.6	1.3	3.8	2
COc1ccc(F)cc1-c1cc(C(=O)Nc2cccnc2)[nH]n1	0	2.3	7.7	-1.2	-2	-1.3	-3	0.5	/	2.0	0
C/C(CC(=O)Nc1ccc(Cl)c(C(F)(F)F)c1)=N\NC(=O)c1cc2ccccc2cc1O	1	-0.2	0.5	-0.2	-2	-1.3	-6	-1.2	-1.4	0.2	-1
Cc1ccccc1NC(=S)N1CCCC1	2	0.1	0.8	0.2	-5	-1.1	2	-0.2	3.0	1.1	-1
O=C1C(=O)N(Cc2ccco2)C(c2cccs2)/C1=C(\O)c1cccc([N+](=O)[O-])c1 (stereo unspecified)	1	-0.8	-1.9	-1.8	3	-1.9	-16	0.1	0.9	-1.1	-2

Going on with the list.
SMILES	GC-A act	DAX1 inh-1	hgDAF12 agonist	hcDAF-12 act	GC-B act	ssDAF-12 act	HGIII-sPLA2 inh	KLK7 zymogen act	DAX1 inh-2	FXN GAA850 act	SMARCA2 act
CCN(CC)C(=O)Cn1c(=O)n(-c2ccccc2)c(=O)n1CC(=O)N(CC)CC	1	0.1	-1.9	-0.4	-3	-0.6	6	0.0	1.5	-2.4	-2
O=C(NC1=NCCS1)c1nc(-c2ccccc2)n(-c2ccccc2)n1	-8	0.0	0.4	-2.2	-4	-1.0	-2	-0.2	0.4	2.7	0
COC(=O)[C@@]1(Cc2ccccc2)[C@H]2C(=O)N(C)C(=O)[C@H]2[C@H]2CN=C(SCc3ccc(C)cc3)N21	1	-0.1	3.7	-0.3	-1	-0.8	2	0.6	-0.2	0.8	0
O=S(=O)(c1cccc(-c2cn3cc(Cl)ccc3n2)c1)N1CCOCC1	5	0.0	0.9	0.7	2	-1.3	0	0.7	1.3	-0.6	1
COc1ccccc1OCCC(=O)OCC(=O)Nc1cc(S(=O)(=O)N(C)C)ccc1Cl	-1	0.7	1.3	-1.6	-1	-1.6	-4	0.3	-0.5	1.1	-3
O=C(COC(=O)c1ccc2ccccc2n1)Nc1cccc(S(=O)(=O)NC2=NCCCCC2)c1	-2	0.3	-2.0	3.2	-2	0.6	7	-0.8	2.0	1.6	-3
COc1ccc(CN(C)CC(=O)N2CCc3ccccc3C2)cc1	-4	-0.3	-0.3	0.8	1	-0.8	3	-0.9	-2.1	-1.0	-5

Three entries already listed, sorted by their value in DAX1 inh-2, rising.
smiles,DAX1 inh-2
COc1ccc(CN(C)CC(=O)N2CCc3ccccc3C2)cc1,-2.1
O=S(=O)(c1cccc(-c2cn3cc(Cl)ccc3n2)c1)N1CCOCC1,1.3
O=C(COC(=O)c1ccc2ccccc2n1)Nc1cccc(S(=O)(=O)NC2=NCCCCC2)c1,2.0
